TAG inh: inhibitors of triacylglycerol accumulation; H9c2 cells, Nile Red lipid (TAG) fluorescence; cells loaded with 200 µM oleic acid; inhibition, % at 12.5 µM; 230,000 compounds, 0.66% hits; AID 651582;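 active means pattern-corrected inhibition of lipid staining of at least 50% with the nuclear-stain viability signal not falling by more than 50%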;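 further: 0% = DMSO wells and 100% = triacsin C control wells; some results filed as inactive read as strong as hits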
TAG inh DAPI viability: further read-out of TAG inh, marked with its call; DAPI nuclei signal change (viability), lower = more cytotoxic, %;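 whole-well DAPI fluorescence read on a plate reader as a viability signal; minus 50 percent equals half of cells still viable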
* hit, by the source's call. Some of the compounds tested. The share of hits here may be higher or lower than overall.

SMILES | TAG inh | TAG inh DAPI viability
S=c1[nH]nc(-c2ccc(Cl)cc2)n1/N=C/C=C/c1ccco1 | 10 | -14
O=c1c2ccccc2nc2n1C(CSc1ccc(F)cc1)CS2 (stereo not given) | 0 | -4
C=C(C)Cc1c(C)c(C#N)c2nc3ccccc3n2c1N1CCCCC1 | -14 | 21
c1ccc(-c2ccc3c(n2)CCCO3)cc1 | -3 | -2
CC(C)NC(=O)c1ccccc1NC(=O)Cc1ccc(Br)cc1 | -10 | 1
N#CCSc1nc2ccccc2c(=O)n1CC1CCCC1 | -3 | 12
Clc1ccccc1Nc1nc(-c2cccnc2)cs1 | 10 | -4
CC(OC(=O)CCN=C1NS(=O)(=O)c2ccccc21)C(=O)c1ccccc1 (stereo not given) | -15 | 4
N#Cc1ccc(OCC(=O)N2CCN(S(=O)(=O)c3ccc(Cl)s3)CC2)cc1 | -30 | 6
Cc1ccccc1-c1nc(Cc2ccccc2)no1 | -30 | 19
COc1ccc(OCC(=O)Nc2nccs2)cc1 | -5 | 0
CN(C)S(=O)(=O)c1ccc(Cl)c(NC(=O)COC(=O)[C@@H]2CCCN2C(=O)c2cccs2)c1 | -4 | 11
CCOC(=O)c1cc2cc(CC(=O)c3ccc(OCC)cc3O)ccc2o1 | 10 | -1
CC(=O)c1cnc2n(c1=O)CCS2 | 3 | -3
C#CCNC(=O)C1=C[C@H](c2ccc(C#C)cc2)C[C@H](OCc2ccc(CO)cc2)O1 | -83 | -7

Look-ups from above.
Reading for `S=c1[nH]nc(-c2ccc(Cl)cc2)n1/N=C/C=C/c1ccco1` in TAG inh: 10
Reading for `N#Cc1ccc(OCC(=O)N2CCN(S(=O)(=O)c3ccc(Cl)s3)CC2)cc1` in TAG inh: -30
Reading for `COc1ccc(OCC(=O)Nc2nccs2)cc1` in TAG inh: -5
Reading for `C=C(C)Cc1c(C)c(C#N)c2nc3ccccc3n2c1N1CCCCC1` in TAG inh DAPI viability: 21
Reading for `Cc1ccccc1-c1nc(Cc2ccccc2)no1` in TAG inh DAPI viability: 19

The main list resumes, starting three compounds before the break.
SMILES | TAG inh | TAG inh DAPI viability
CCOC(=O)c1cc2cc(CC(=O)c3ccc(OCC)cc3O)ccc2o1 | 10 | -1
CC(=O)c1cnc2n(c1=O)CCS2 | 3 | -3
C#CCNC(=O)C1=C[C@H](c2ccc(C#C)cc2)C[C@H](OCc2ccc(CO)cc2)O1 | -83 | -7
O=C(CN1C(=O)NC2(CCCC2)C1=O)OCCOc1ccc(F)cc1 | -5 | 6
CCOC(=O)C1CCN(C(=O)CSc2nccc(C)n2)CC1 | 5 | 2
O=S(=O)(NC1CC1)c1ccc(Br)cc1N1CCC[C@H]1CO | -13 | 3
CN(C)c1cc(Nc2ccc(O)cc2)c([N+](=O)[O-])c2nonc12 | -19 | 1
C=CCS/C(N)=N\N=C\c1c(O)ccc2ccccc12 | -8 | 5
O=C(C1CC1)N1CCc2cc(Br)c(S(=O)(=O)N3CCCCCC3)cc21 | 12 | -5
Cc1c(NC(=O)COC(=O)c2c3c(nc4ccccc24)CCCC3)c(=O)n(-c2ccccc2)n1C | 3 | -5
COC(=O)c1c(N)c2ccccc2[nH]c1=O | 6 | -16
Nc1c(N(CCCO)C(=O)C2CCCCC2)c(=O)[nH]c(=O)n1Cc1ccccc1 | 15 | -12
O=C(CN1CCC(NC(=O)c2cccc(F)c2)CC1)NCc1cccs1 | 1 | -4
CN(C)c1ccc(P(=O)(OCc2ccccc2)C(O)c2ccccc2F)cc1 (stereo not given) | -24 | 2
CC(=O)NC(c1ccc(F)c(F)c1)c1nc(-c2ccc(F)c(Cl)c2)cs1 (stereo not given) | -4 | -1
C/C(=N\OCC(=O)OCC(=O)N(Cc1ccccc1)C(C)(C)C)c1ccc2c(c1)OCO2 | -16 | 1
CC1(C)C2(C#N)C(N)=NC3(OCCO3)C12C#N (stereo not given) | -7 | 0
Cc1c(C(=O)O)cccc1-c1ccc(/C=C2\SC(=O)NC2=O)o1 | -4 | -3

6 entries drawn at random from those above:
SMILES | TAG inh | TAG inh DAPI viability
Nc1c(N(CCCO)C(=O)C2CCCCC2)c(=O)[nH]c(=O)n1Cc1ccccc1 | 15 | -12
O=C(CN1CCC(NC(=O)c2cccc(F)c2)CC1)NCc1cccs1 | 1 | -4
Cc1c(C(=O)O)cccc1-c1ccc(/C=C2\SC(=O)NC2=O)o1 | -4 | -3
CN(C)c1ccc(P(=O)(OCc2ccccc2)C(O)c2ccccc2F)cc1 (stereo not given) | -24 | 2
C/C(=N\OCC(=O)OCC(=O)N(Cc1ccccc1)C(C)(C)C)c1ccc2c(c1)OCO2 | -16 | 1
CC1(C)C2(C#N)C(N)=NC3(OCCO3)C12C#N (stereo not given) | -7 | 0

Other compounds follow:
SMILES | TAG inh | TAG inh DAPI viability
COC(=O)Cn1c2c(c3cc(C)ccc31)CCCC2 | 14 | -11
O=c1c2ccccc2nc(-c2ccccc2)n1Cc1ccc(Cl)cc1 | 25 | -27
O=C(c1ccccn1)N1CCN(S(=O)(=O)c2ccc(F)cc2)CC1 | -8 | 31
COc1cc(C2C(C#N)=C(N)Oc3c2ccc2ccccc32)ccc1OCC(=O)Nc1ccc(C)cc1 (stereo not given) | 13 | -11
CC(=O)Nc1ccc(C(=O)OCC(=O)NC2CCCCCC2)cc1 | 11 | -9
CN1C(=O)CC(N2CCN(C(=O)c3ccccc3)CC2)C1=O (stereo not given) | 5 | -6
COc1ccc(C)cc1NC(=O)CSc1nc2ccccc2nc1N1CCCC1 | 22 | 0
O=C(CC(=O)Nc1ccccc1C(=O)O)NNC(=O)Cc1ccccc1 | 7 | -1
CS/C(N)=N/N=C/c1c(O)ccc2ccccc12 | 2 | 2
Cc1ccc(C)c(SCC(=O)NCc2ccco2)c1 | 2 | -4
Cc1coc2c(C)c3oc(=O)c(CCC(=O)N[C@H](C(=O)O)C(C)C)c(C)c3cc12 | 2 | 2
COc1cccc2c1C(=N)c1c(O)c3c(c(O)c1C2=O)CC(O)(C(C)=O)CC3OC1CC(N)C(O)C(C)O1 (stereo not given) | 127 | -96
COc1ccc(C2N(Cc3ccccc3)CCN2Cc2ccccc2)cc1[N+](=O)[O-] | 5 | 3
Cc1ccc(NC(=O)Cc2sc(C)nc2-c2ccc(C)cc2)cc1 | -7 | 5
CSc1nc(O)c(C2OC(=O)c3ccccc32)c(=O)[nH]1 (stereo not given) | 15 | -6
CCN(CC)CCC(c1cc(OC)c(OC)c(OC)c1)c1c(O)cc(OC)cc1OC (stereo not given) | 14 | -6
Cc1ccc2nc(NC(=O)CN(C)S(=O)(=O)c3cccc4nsnc34)sc2c1 | 71* | -26*
Cc1ccsc1C(=O)N(C)CC(=O)Nc1ccccc1Br | -5 | 0
CC(C)Cn1cc(C(=O)NCCCOC(C)C)c2c3ccccc3n(C)c2c1=O | 6 | 4
Cc1ccc(S(=O)(=O)Nc2cnn(-c3ccccc3)c(=O)c2Cl)cc1 | 9 | 9
CCc1cccc(C)c1NC(=O)COC(=O)Cn1c(C)csc1=O | 28 | -27
O=S(=O)(Nc1ccc2c(c1)oc1ccccc12)N1CCCC1 | -20 | 10
C/C(N)=C(/C#N)C(=O)COC(=O)c1cc(-c2ccc(C)cc2)nc2ccccc12 | 6 | 21
N/C(=N\OC(=O)c1ccco1)c1ccc(Cl)cc1 | -16 | 5
O=C(Cn1cc([N+](=O)[O-])cn1)NCc1ccccc1 | 13 | -8
CCOC(=O)N1CCC(N(CCN(C)C)C(=S)Nc2cc(Cl)ccc2C)CC1 | 11 | -9
O=C(Nc1ccc(Cl)cn1)c1ccc(-c2ccc(Cl)c(Cl)c2)o1 | 2 | 22
O=C(CSc1ccc(-c2cccnc2)nn1)N1CCCCCC1 | 3 | 4
O=C(Nc1nc2cc3c(cc2s1)OCO3)C1CC1 | -11 | 6
COC(=O)Cn1ncn2cccc2c1=O | 15 | -8

Next section; the last 4 above are carried over.
SMILES | TAG inh | TAG inh DAPI viability
O=C(Nc1ccc(Cl)cn1)c1ccc(-c2ccc(Cl)c(Cl)c2)o1 | 2 | 22
O=C(CSc1ccc(-c2cccnc2)nn1)N1CCCCCC1 | 3 | 4
O=C(Nc1nc2cc3c(cc2s1)OCO3)C1CC1 | -11 | 6
COC(=O)Cn1ncn2cccc2c1=O | 15 | -8
COc1ccc2c(c1)OC[C@H]1[C@H]2N2C(=O)c3cc(Cl)ccc3NC(=O)[C@@]2(C)[C@H]1c1ccccc1 | 22 | -30
COc1ccc(CN2C(=O)c3ccccc3C(/C=N\OCc3ccc(F)cc3)C2=O)cc1 (stereo not given) | -1 | -2
CCOC(=O)c1[nH]cnc1C(=O)NC1CCCCC1 | 24 | 0
Cc1onc(-c2c(F)cccc2Cl)c1C(=O)Nc1cccc(S(=O)(=O)NC2=NCCC2)c1 | 7 | -7
COc1cc(/C=N/NC(=O)CN2CCCCC2)ccc1OCc1ccc(Br)cc1 | 8 | 15
CCCn1c(NC(=O)c2ccc(F)cc2)nc2ccccc21 | -15 | -3
O=C(NNC(=O)c1cc(Br)ccc1Cl)c1csc(N2CCOCC2)n1 | 6 | 1
COc1ccccc1/C=N/NC(=O)c1nnn(-c2nonc2N)c1-c1ccccc1 | -1 | -2
COc1ccc(N2CCN(C(=O)CCNS(=O)(=O)c3ccc(C)cc3)CC2)cc1 | -4 | 1
CCOC(=O)c1ccccc1NC(=O)CN1C(=O)NC(C)(CCc2ccccc2)C1=O (stereo not given) | -9 | -3
N#C/C(=C\c1ccc(C#N)cc1)C(=O)N1CCCC1 | -4 | 1
O=C(CP(=O)(c1ccccc1)c1ccccc1)Nc1cccc(CP(=O)(c2ccccc2)c2ccccc2)c1 | 8 | -6
CCCNC(=O)C1(C)CCCN(C(=O)c2ccc3snnc3c2)C1 (stereo not given) | -5 | 2
Cn1c(=O)c2c(nc(NNC(=O)C(F)(F)F)n2C)n(C)c1=O | 2 | -6
C#CCOCCOCCOCCNc1nc(N2CCN(C(=O)Cn3cc(CCCCN)nn3)CC2)nc(N2CCN(C(=O)Cn3cc(CC(C)O)nn3)CC2)n1 (stereo not given) | -6 | 6
CC1CCc2c(sc3ncn(CC(=O)N=Nc4c(O)[nH]c5ccccc45)c(=O)c23)C1 (stereo not given) | -3 | 3
COc1cc(NS(=O)(=O)c2ccc(N/C=C\C(=O)c3ccc(C)cc3)cc2)nc(OC)n1 | 7 | -7
CCN(CC(=O)N1CCOCC1)S(=O)(=O)c1cc(Cl)ccc1Cl | 7 | -5
O=C(O)CCCC(=O)N1CCN(c2ncccn2)CC1 | 4 | 2
COc1cc2c3c(n(C)c(=O)c2cc1OC)-c1cc2c(cc1C3=O)OCO2 | 5 | -8
CCCN(CC(=O)Nc1ccccc1OC)C(=O)c1cccc(S(=O)(=O)Nc2ccc(OC)cc2)c1 | 6 | 0
CCOCCCNC(=O)Cn1cnc2sc(C)c(S(=O)(=O)N3CCN(c4ncccn4)CC3)c2c1=O | 5 | -6
S=C(NCc1ccccc1)N1CCc2ccccc2C1 | -14 | -1
O=C(c1ccc(S(=O)(=O)Nc2ccccc2)cc1)N1CCC1 | -9 | 3
CCOC(=O)NC(Nc1ccc(S(N)(=O)=O)cc1)(C(=O)OCC)C(F)(F)F (stereo not given) | -14 | 6
O=C(COc1ccc(Cl)cc1Cl)N/N=C/c1ccc(OC2OC(CO)C(O)C(O)C2O)cc1 (stereo not given) | 5 | 0
C(=C\c1ccco1)/c1nc2ccccc2[nH]1 | 0 | 6
CC(=O)c1c(C)oc2c1cc(O)c1ccccc12 | 12 | -10
O=C(NCCc1cccs1)C1CC1 | 11 | -9
CCN(C(=O)CN1C(=O)NC(CCSC)C1=O)C1CCS(=O)(=O)C1 (stereo not given) | -8 | 5
O=C(NC1CCCC1)C(c1ccncc1)N(Cc1ccco1)C(=O)c1ccc(-c2ccccc2)[nH]1 (stereo not given) | 12 | 3
C[C@@]12CCC=C[C@H]1[C@H](c1ccc3ccccc3c1/C=C/c1ccccc1)N(Cc1ccccc1)C2=O | 15 | -7
COc1ccc(NC(=O)c2cc3c(s2)CCC3)cc1S(=O)(=O)N1CCOCC1 | 28 | -7
CCOC(=O)C1CCN(C(=O)Cc2c(C(=O)O)n(C)c3ccccc23)CC1 | 6 | -15
COc1ccc(C)c2sc(NC(=O)C3=COCCO3)nc12 | 11 | -6
CSc1ccccc1OCc1cc(C(=O)N2CCc3[nH]cnc3C2c2ccccn2)no1 (stereo not given) | -4 | -2
COc1cc(/C=C/C(=O)O)cc(S(=O)(=O)Nc2ccccc2Oc2ccccc2)c1OC | 10 | 10
Nc1nc(CSCCO)nc(Nc2ccccc2)n1 | -12 | -8
O=C(CCc1nc(-c2ccc(Cl)cc2)no1)OCc1ccc(Br)cc1 | -4 | 7
CC(=O)NC(CC(=O)Nc1nc(C)cs1)c1ccccc1 (stereo not given) | -5 | 4
CC(C)[C@H](NC(=O)c1ccco1)C(=O)OCC(=O)N1CCc2ccccc21 | -15 | 8
Cc1cc(O)c(C(C)C)cc1N=Cc1ccc(N(C)C)cc1 | -10 | -4
CC1(c2nnc(-c3ccccc3)o2)CC(c2ccncc2)=NO1 (stereo not given) | 31 | -2
CO/N=C\C(=N\Nc1ccc(OC)cc1)C(=O)c1ccccc1 | -5 | 5
CCCNS(=O)(=O)c1cccc(C(=O)NNC(=O)c2cc(C)oc2C)c1 | 9 | 3
CCOC(=O)Cn1c(O)c(N=NC(=O)OC)c2ccccc21 | -13 | 6
CN(C)C=Nc1nonc1-c1ccccc1 | -14 | 16
NS(=O)(=O)c1ccc(CCNC(=O)CCC(=O)c2cccs2)cc1 | 3 | -3
NCCC(=O)N1c2ccccc2Sc2ccccc21 | 4 | 0
O=C(CSc1nnc(Cn2nnc3ccccc32)o1)Nc1ccc(Cl)cc1 | -10 | -5
Cn1nnnc1Sc1ncnc2scc(-c3ccc(-c4ccccc4)cc3)c12 | 59* | -32*
Cc1onc(-c2ccccc2)c1C(=O)OCC(=O)NCc1ccc(F)cc1 | 1 | -5
COc1ccc2[nH]c(=O)c(CN(CC3CCCO3)C(=S)Nc3ccccc3)cc2c1 (stereo not given) | 3 | 8
CCC(=O)Nc1cccc(C2=NOC3(C2)C[C@@H](C(N)=O)N(C(=O)c2ccccc2C(=O)c2ccccc2)C3)c1 (stereo not given in full) | 4 | 2
